CHT inh – inhibitors of human choline transporter CHT; 310,000 compounds, 0.86% hits; AID 488975, 2010; B-score at 10 µM; High affinity choline transporter 1 (Homo sapiens), Q9GZV3; CHT-expressing cells, membrane potential dye, choline response; stronger effect = lower value;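 active means B-score over 3 SD under the library average, and starting fluorescence ratio not unusually high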;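 further: choline stimulus applied at its EC90 after an EC20 pre-addition; B-score computed on integrated fluorescence ratio after choline addition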
Target sequence (Q9GZV3 whole entry, looked up): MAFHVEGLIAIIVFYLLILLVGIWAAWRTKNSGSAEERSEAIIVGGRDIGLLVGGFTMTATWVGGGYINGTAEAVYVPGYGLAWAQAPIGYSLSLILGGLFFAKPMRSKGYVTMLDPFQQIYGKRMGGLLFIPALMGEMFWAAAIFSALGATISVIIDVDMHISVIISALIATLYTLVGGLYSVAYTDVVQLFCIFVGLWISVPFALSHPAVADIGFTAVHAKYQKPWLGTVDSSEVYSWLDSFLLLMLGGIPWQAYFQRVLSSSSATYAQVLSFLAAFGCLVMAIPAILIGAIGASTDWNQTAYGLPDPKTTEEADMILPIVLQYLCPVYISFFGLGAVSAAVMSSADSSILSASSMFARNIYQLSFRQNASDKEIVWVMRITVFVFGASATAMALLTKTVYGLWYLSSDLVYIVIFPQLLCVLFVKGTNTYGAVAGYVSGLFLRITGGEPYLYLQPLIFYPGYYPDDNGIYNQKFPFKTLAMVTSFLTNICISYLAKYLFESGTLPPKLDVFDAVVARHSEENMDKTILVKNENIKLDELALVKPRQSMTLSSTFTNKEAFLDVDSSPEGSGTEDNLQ
CHT PAM – CHT positive allosteric modulators, primary screen, cell-based, membrane potential dye, choline EC20 | High affinity choline transporter 1 (Homo sapiens), Q9GZV3 | CHT-expressing cells; stronger effect = higher value; LV-AA mutant CHT in HEK293 cells | B-score at 10 µM | 310,000 compounds, 0.49% hits | AID 488977, 2010;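 active means initial fluorescence not abnormally high and integrated response B-score, plate-corrected, over 3 SD above library mean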
Calls only; i = inactive.

The opening 2 records, ahead of the listing:
SMILES | CHT inh | CHT PAM
Cc1c(N2C(=O)c3ccc4c5c(ccc(c35)C2=O)CC4)c(=O)n(-c2ccccc2)n1C | i | i
COc1ccccc1C(=O)N/C(=C\c1ccccc1)C(=O)NCc1ccco1 | i | i

All compounds of this part, previewed entries included:
SMILES | CHT inh | CHT PAM
Cc1c(N2C(=O)c3ccc4c5c(ccc(c35)C2=O)CC4)c(=O)n(-c2ccccc2)n1C | i | i
COc1ccccc1C(=O)N/C(=C\c1ccccc1)C(=O)NCc1ccco1 | i | i
CCn1cc(C(=O)O)c(=O)c2cc(F)c(N3CCN(C(=S)Nc4ccccc4OC)CC3)cc21 | i | i
O=C(CNc1ccc(F)cc1)N/N=C/C1CC=CCC1 (centres undefined) | i | i
CC1CCCCC1NC(=O)CN1C(=O)c2ccccc2S1(=O)=O (centres undefined) | i | i
Cc1ccccc1OCc1nc(-c2cccnc2)no1 | i | i
COc1ccc(C(=O)Cn2nnc(-c3ccccc3-n3cnnn3)n2)cc1 | i | i
CC1CCCC(C)N1C(=O)CSc1nnc(COc2ccc(F)cc2)o1 (centres undefined) | i | i
O=C(N/C=N/O)C1=NOC(CNc2ncc(C(F)(F)F)cc2Cl)C1 (centres undefined) | i | i
O=C(N/N=C/C=C/c1ccco1)/C(=C/c1ccccc1)NC(=O)c1ccccc1 | i | i
Cc1c(Cc2ccccc2)sc(NC(=O)C(C)(C)C)c1C(N)=O | i | i
Cc1nnc(NC(=O)CSc2nc(CC(C)C)nc3c2c(=O)n(C)c(=O)n3C)s1 | i | i
Cc1ccc(CN(CC2CCCO2)C(=O)CN2C(=O)C(C(C)C)Oc3ccccc32)o1 (centres undefined) | i | i
Cc1cccc(-c2noc(CN(C)C(=O)COc3ccccc3)n2)c1 | i | i
O=c1[nH]c2ccccc2cc1-c1nnn(-c2ccc(F)cc2)n1 | i | i
CSCCC(NC(=O)c1ccccc1Cl)C(=O)N1CCN(C(c2ccccc2)c2ccccc2)CC1 (centres undefined) | i | i
CCOC(=O)c1nn(-c2ccc(C)cc2)c(=O)cc1OCC(=O)Nc1cccc(OC)c1 | i | i
O=C(NCCCn1ccnc1)c1ccccc1F | i | i
CCCCCOC(=O)NCCOC(=O)Nc1ccc(C(=O)OCC)cc1 | i | i
O=C(CSc1ccc(-c2nc3ccccc3[nH]2)cn1)N1CCN(C(=O)c2ccco2)CC1 | i | i
Cn1c(-c2ccccc2)cc2onc(-c3ccccc3)c2c1=O | i | i
O=S(=O)(NCC1CCCO1)c1cnc(Cl)c(Cl)c1 (centres undefined) | i | i
CC1CC(C)CN(S(=O)(=O)c2ccc(Oc3ccc([N+](=O)[O-])cc3)cc2)C1 (centres undefined) | i | i
COc1ccc(/C=C/C(=O)OCC(=O)c2c(C)[nH]c3ccccc23)cc1OC | i | i
Cc1cc(=O)oc2cc(OCCSCCN3CCCC3)ccc12 | i | i

Next part, starting with the last five of the part before.
SMILES | CHT inh | CHT PAM
Cn1c(-c2ccccc2)cc2onc(-c3ccccc3)c2c1=O | i | i
O=S(=O)(NCC1CCCO1)c1cnc(Cl)c(Cl)c1 (centres undefined) | i | i
CC1CC(C)CN(S(=O)(=O)c2ccc(Oc3ccc([N+](=O)[O-])cc3)cc2)C1 (centres undefined) | i | i
COc1ccc(/C=C/C(=O)OCC(=O)c2c(C)[nH]c3ccccc23)cc1OC | i | i
Cc1cc(=O)oc2cc(OCCSCCN3CCCC3)ccc12 | i | i
CCn1ccc(C(=O)Nc2ccccc2Cl)n1 | i | i
CC(=O)Nc1nc(C2CC2)cc(-c2ccccc2)c1C#N | i | i
COc1ccc(C(=O)NC2CCN(C(=S)Nc3cccc(C)c3C)CC2)cc1 | i | i
COC(=O)Cc1nnc(NC(=O)C(C)C)s1 | i | i
COc1ccc(NC(=O)/C(=C/c2cccnc2)NC(=O)c2cccs2)cc1 | i | i
CN(C)CCN(C(=O)C1CCCCC1)c1nc2cc3c(cc2s1)OCO3 | i | i
O=C(CSc1ccccc1[N+](=O)[O-])NC1CCS(=O)(=O)C1 (centres undefined) | i | i
CCOC(=O)C(c1ccccc1)C(Nc1ccc(F)cc1)c1ccccn1 (centres undefined) | i | i
O=[N+]([O-])c1c(NCCO)cc(Sc2nc3ccccc3s2)c2nonc12 | i | i
COc1ccccc1NC1SC(=O)N(c2ccccc2)C1=O (centres undefined) | i | i
COc1ccc(N2CC(C(=O)Nc3ccc(F)cc3F)CC2=O)cc1 (centres undefined) | i | i
COc1ccc(COn2c(=O)c(C)[n+]([O-])c3ccccc32)cc1OC | i | i
Cc1ccc(SC(C)C(=O)O/N=C(\N)c2ccncc2)cc1 (centres undefined) | i | i
Cc1[nH]c(=O)[nH]c(=O)c1/C=N/NC(=O)[C@@H](N)CC(C)C | i | i
COc1cccc(NC(=O)C(=O)NCCc2ccc(F)cc2)c1 | i | i
COC(=O)C1=C(N)Oc2c(oc(CO)cc2=O)C1c1ccc(F)cc1 (centres undefined) | i | i
O=C1c2cc(S(=O)(=O)N(CCO)CCO)ccc2-c2ccc(S(=O)(=O)N(CCO)CCO)cc21 | i | i
COCCN(CCOC)S(=O)(=O)c1ccc(C(=O)Nc2nc3c(s2)CCc2ccccc2-3)cc1 | i | i
COc1ccc(C(=O)c2c[nH]c(C(=O)NCCCN3CCOCC3)c2)cc1 | i | i
O=C(CN(Cc1ccccc1F)C(=O)Cn1nnc(-c2cccs2)n1)NC1CCCCC1 | i | i
Cc1nc(CSc2ccc(Cl)cc2)cc(N2CCOCC2)n1 | i | i
CCC(C)Nc1nc(Cl)nc(N(C#N)CN2C(=O)c3ccccc3S2(=O)=O)n1 (centres undefined) | i | i
Cc1cccc(NC(=O)c2cc3c(s2)-c2c(C)cccc2OC3)n1 | i | i
Oc1ccc(C[C@H]2CNCCN2CC2(c3ccccc3)CC2)cc1 | i | i
Cc1cc2c3c(ccc(C)c3n1)N=CN2c1ccccc1 | i | i

Taken from above, three compounds:
SMILES | CHT inh | CHT PAM
O=[N+]([O-])c1c(NCCO)cc(Sc2nc3ccccc3s2)c2nonc12 | i | i
COc1ccccc1NC1SC(=O)N(c2ccccc2)C1=O (centres undefined) | i | i
COc1ccc(N2CC(C(=O)Nc3ccc(F)cc3F)CC2=O)cc1 (centres undefined) | i | i

Back to the main list, repeating the 2 entries before the break.
SMILES | CHT inh | CHT PAM
Oc1ccc(C[C@H]2CNCCN2CC2(c3ccccc3)CC2)cc1 | i | i
Cc1cc2c3c(ccc(C)c3n1)N=CN2c1ccccc1 | i | i
Cc1cc(C(=O)Nc2ncn[nH]2)ccc1[N+](=O)[O-] | i | i
Cn1c(=O)c2cc(NC(=O)c3ccccc3Cl)c(=O)oc2n(C)c1=O | i | i
O=C(Oc1ccc(-c2cnc3ccccc3n2)cc1)c1cc([N+](=O)[O-])ccc1Cl | i | i
CC(C)c1ccc(OCC(=O)NC(=S)Nc2ccc3c4c(cccc24)CC3)cc1 | i | i
CCn1c(SCc2ccccc2)nc2c1c(=O)[nH]c(=O)n2C | i | i
CN1CCN(C(=O)c2cccc(COc3cc(Cl)ccc3Cl)c2)CC1 | i | i
FC(F)(F)c1cnc(C(c2ccccc2)c2ncn[nH]2)c(Cl)c1 (centres undefined) | i | i
O=C(COc1ccc2c(c1)oc(=O)c1ccccc12)NC(Cc1ccc(Cl)cc1)C(=O)O (centres undefined) | i | i
CCN(CC)CC(=O)Nc1sc2c(c1C(=O)c1ccccc1C)CCC2 | i | i
Cn1cnc(S(=O)(=O)N2CCN(c3ccc(F)cc3)CC2)c1 | i | i
CCOC(=O)C1CCN(C(=O)C2CCN(C(=O)c3ccc([N+](=O)[O-])cc3)CC2)CC1 | i | i
CCn1c2ccccc2c2nnc(SCC(=O)Nc3c(C)n(C)n(-c4ccccc4)c3=O)nc21 | i | i
COc1ccccc1NC(=S)NCc1ccco1 | i | i
COC(=O)c1ccccc1OCCOCCOc1cccc2cccnc12 | i | i
COC(=O)CCC(NS(=O)(=O)OCC(Cl)(Cl)Cl)c1ccccc1 (centres undefined) | i | i
CCCc1[nH]nc2c1C(c1ccc(O)c(OC)c1)C(C#N)=C(N)O2 (centres undefined) | i | i
COC(=O)C1C(=O)C2=C(CC1C)NC(C)=C(C(=O)OCc1ccc(OC)cc1)C2c1ccc(C)o1 (centres undefined) | i | i
CCN(CC(=O)NCc1ccc(Cl)cc1)C(=O)CCOc1ccccc1C | i | i
CS(=O)(=O)c1cccc(S(=O)(=O)N2CCCCCC2)c1 | i | i
CC(=O)NNc1nc(-c2ccc(NC(C)=O)cc2)cs1 | i | i
CN(C)S(=O)(=O)c1cccc(NC(=O)CN2C(=O)NC3(CCc4ccccc4C3)C2=O)c1 (centres undefined) | i | i
CCOC(=O)C1CCN(c2cc(=O)n(Cc3ccc(F)cc3)c(=O)[nH]2)CC1 | i | i
COC(=O)Nc1ccc(C)c(NC(=O)OC)c1 | i | i
CC1Cc2ccccc2N1C(=O)COC(=O)c1ccccc1NCCO (centres undefined) | i | i
C[C@H](CCC(=O)NCC(=O)O)[C@H]1CC[C@H]2C3[C@H](O)C[C@@H]4C[C@H](O)CC[C@]4(C)[C@H]3C[C@H](O)[C@]12C (some centres undefined) | i | i
Additional records follow.
SMILES | CHT inh | CHT PAM
CCc1ccc(NC(=O)Cn2nnc(C(=O)NCc3ccc(OC)cc3)c2N)cc1 | i | i
Clc1ccc(OCCOCCOc2cccc3cccnc23)c(Br)c1 | i | i
CC1=C(C#N)C(c2ccc(O)cc2)C2=C(CCCC2=O)N1 (centres undefined) | i | i
Cc1ccc(-c2csc3ncnc(SCC(=O)O)c23)cc1 | i | i
COc1ccc(CNC(=O)CCC2N=C3c4ccccc4N=C(SCC(=O)NCC4CCCO4)N3C2=O)cc1 (centres undefined) | i | i
O=C(Cc1csc(N2CCOCC2)n1)N/N=C/c1ccc(Cl)cc1Cl | i | i
CCc1ccc(NC(=O)CC2C(=O)N(c3ccc(OC)cc3)C(=O)N2CCOC)cc1 (centres undefined) | i | i
Cc1cc(Br)ccc1OCC(=O)NNC(=O)c1ccc(NC(=O)C2CC2)cc1 | i | i
COC(=O)CSc1nc(N)c(C#N)c(CC(C)C)c1C#N | i | i
CCCCS(=O)(=O)N1C2=NC(C(=O)OC)=C(C(=O)OC)[C@@H]3N(C)c4ccc(OC)cc4[C@]23C[C@H]1C(=O)OC | i | i
Clc1ccc(C2[C@H]3CN(Cc4cccnc4)[C@H](c4ccccc4)C34CC2(c2ccccc2)C4)cn1 (some centres undefined) | i | i
CN1CCN(c2nc3ccccc3nc2C(C#N)S(=O)(=O)c2ccccc2)CC1 (centres undefined) | i | i
COCCC(=O)N1CCC(Oc2ccc(C(=O)NCCC3=CCCCC3)cc2)CC1 | i | i
O=C(CNC(=O)c1ccc([N+](=O)[O-])cc1)c1ccccc1 | i | i
CC1(c2nnc(-c3ccccc3)o2)CC(c2ccncc2)=NO1 (centres undefined) | i | i
COCCn1nnnc1C(c1ccc(O)c(OC)c1)N1CCc2ccccc2C1 (centres undefined) | i | i
CCOc1ccc(N(CC)S(=O)(=O)c2ccc3c(c2)oc(=O)n3C)cc1 | i | i
COCC(C)n1c(SCC(=O)N2CCc3ccccc3C2)nc2ccccc2c1=O (centres undefined) | i | i
O=C(Cn1cnc2ccccc2c1=O)NNC(=O)c1ccccc1 | i | i
CCCCNC(=O)c1sc(=S)n2c1[nH]c(=O)c1ccccc12 | i | i
Cc1nn(-c2nc(-c3ccco3)cc(C(F)(F)F)n2)c(C)c1Br | i | i
C=CCC1NCCc2c(Br)cccc21 (centres undefined) | i | i
CCN(C(=O)COc1cc(=O)n(CC)c2ccccc12)c1cccc(Cl)c1 | i | i
CCC(C)NC(=O)C1CCC(CNS(=O)(=O)c2ccccc2)CC1 (centres undefined) | i | i
Cc1ccc(CNC(=O)c2ccc(CNc3c(N4CCCC4)c(=O)c3=O)cc2)cc1 | i | i
(more compounds)
SMILES | CHT inh | CHT PAM
COc1cc(C(=O)COC(=O)Cc2cnc3sccn23)cc(OC)c1OC | i | i
Cc1c(Cl)cccc1NC(=O)Nc1c(C)n(C)n(-c2ccccc2)c1=O | i | i
CC(=O)NCCC(=O)Nc1nc2ccc(Oc3ccccc3)cc2s1 | i | i
Cc1cc(C)n(-c2ccc(Oc3ccccc3)c(S(=O)(=O)O)c2)n1 | i | i
CCCCn1c(N)c(N(CC)C(=O)c2cc(OC)cc(OC)c2)c(=O)[nH]c1=O | i | i
c1csc(-c2nnc(Cc3cccc4ccccc34)o2)c1 | i | i
COc1ccc(OC)c(S(=O)(=O)Nc2ccccc2F)c1 | i | i
COc1ccc(NC(=O)COC(=O)Cc2c(F)cccc2Cl)cc1 | i | i
C=CCN1C(=O)C(Cc2ccc(F)cc2)S/C1=N/N=C/c1cccs1 (centres undefined) | i | i
O=C(CN1CCN(Cc2ccccc2Cl)CC1)N/N=C/c1cccs1 | i | i
Cc1c(C(=O)NCC2COc3ccccc3O2)oc2ccc(S(=O)(=O)N3CCOCC3)cc12 (centres undefined) | i | i
COC(=O)C1CCN(C(=O)CSc2nnc(-c3ccccc3)o2)CC1 | i | i
Fc1ccc(-[n+]2nc(Nc3ccccc3)sc2-c2c(Cl)cccc2Cl)cc1 | i | i
Cc1ccc(-n2ncc3c(=O)n(CC(N)=O)cnc32)cc1 | i | i
Cc1ccc2cc(C#N)c(SCC(=O)NCc3ccco3)nc2c1 | i | i
CN(C)S(=O)(=O)c1ccc(Cl)c(NC(=O)COC(=O)/C=C/c2ccc(S(=O)(=O)N3CCOCC3)cc2)c1 | i | i
CCn1ccnc1CNCc1cn(-c2cc(C)ccc2C)nc1-c1ccccc1 | i | i

Bioassay records: PubChem, Johns Hopkins Ion Channel Center

Compounds were not picked by outcome; about 1.5% have a hit in one of these screens.
